KKLEB cytotox = cytotoxicity in KKLEB CF airway cells, primary screen, cytotoxicity control for CF NF-kB inhibitor project, cell-based, uHTS, fluorescence assay plates | AID 602141, 2011 | activity change (cytotoxicity), % at 5 µM | KKLEB CF airway cells viability, ATPlite luminescence, overnight; active compounds read low; cells stimulated with P. aeruginosa culture filtrate | 0.36% of 360,000 active;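 active means corrected activity change at or below -50% at 5 µM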
CF NFkB block = inhibitors of PAF-induced NF-kB signaling, primary screen, cell-based, GFP fluorescence, uHTS. inhibition, % at 5 µM. 0.86% of 360,000 active. KKLEB NF-kB-GFP reporter, GFP fluorescence overnight;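 active means at least 50% inhibition at 5 µM, scaled per plate between neutral and stimulator controls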;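 further: PAF is a Pseudomonas aeruginosa culture filtrate used as stimulus; plate controls were PAF-stimulated DMSO wells for no effect and unstimulated DMSO wells for full effect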
TWEAK-Fn14 inh = inhibitors of TWEAK-Fn14 signaling, primary screen, luciferase reporter cells, uHTS; TWEAK-stimulated Fn14 reporter cells, luciferase luminescence, 8 h; 2% of 360,000 active; AID 1159606, 2016; inhibition, % at 10 µM; in the data active means inhibition above about 50%
Shn3 3UTR inh = reduction of Shn3 3'UTR firefly luciferase signal, primary screen, Schnurri-3 inhibitor project, cell-based, Clone20 osteoblasts, set 2 | Clone20 osteoblast Shn3 3'UTR firefly luciferase, 24 h | inhibition, % at 12.5 µM | 0.52% of 360,000 active | AID 588674, 2011;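 active means mean inhibition of at least 75% with every replicate also reaching 75%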;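 further: 0% = median of neutral control wells and 100% = pilot-screen positive control compound; some compounds past the cut are filed as inactive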
Peg3 prom inh = Peg3 promoter-driven luciferase inhibitors, primary screen, cell-based, HeLa, luciferase luminescence | AID 588405, 2011 | HeLa PEG-Prom luciferase reporter, overnight | inhibition, % at 20 µM | 1.7% of 360,000 active;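 active means inhibition of at least 50% at 20 µM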
aDG glyco act = activators of alpha-DG glycosylation, primary screen, uHTS, Pro5-aDG cells, AlphaScreen. alpha-DG glycosylation AlphaScreen (IIH6); 0% Pro5, 100% B10-LARGE cell signal. activation, % at 10 µM. 0.22% of 360,000 active. AID 624168, 2012;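 active means activation of at least 8% versus controls, or a plate z-score of at least 8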;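 further: Pro5 are CHO cells carrying HIG-tagged alpha-DG that lacks glycosylation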
NR2E3 ag-1 = NR2E3 agonists in two-hybrid cells, primary screen, cell-based, luminescence, CHO-S, Gal4-NCOR/VP16-NR2E3. Photoreceptor-specific nuclear receptor (Homo sapiens), Q9Y5X4. luciferase. inhibition of corepressor binding, % at 3.98 µM. 0.35% of 360,000 active. AID 602229, 2012;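 active means inhibition above the mean of all tested compounds plus 3 SD, cut at about 70% in these data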;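 further: 0% = DMSO with NR2E3 transfected cells and 100% = cells lacking NR2E3 construct; higher means lower luciferase signal from less NR2E3 corepressor binding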
Target sequence (Q9Y5X4 whole entry, looked up, the tested form may be a part): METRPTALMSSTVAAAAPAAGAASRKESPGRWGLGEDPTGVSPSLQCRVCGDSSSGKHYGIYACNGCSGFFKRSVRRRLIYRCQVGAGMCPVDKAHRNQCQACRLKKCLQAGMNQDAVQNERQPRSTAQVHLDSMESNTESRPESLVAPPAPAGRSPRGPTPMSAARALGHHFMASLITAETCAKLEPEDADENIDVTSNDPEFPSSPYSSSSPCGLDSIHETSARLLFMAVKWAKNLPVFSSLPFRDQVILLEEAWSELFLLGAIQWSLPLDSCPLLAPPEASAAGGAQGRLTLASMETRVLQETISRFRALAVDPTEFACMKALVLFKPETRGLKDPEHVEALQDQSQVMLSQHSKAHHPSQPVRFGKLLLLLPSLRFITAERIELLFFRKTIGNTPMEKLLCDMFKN
NR2E3 ag-2 = inhibitors of NR2E3-RetCOR corepressor binding, primary screen, NR2E3 agonist project, biochemical, TR-FRET, GST-NR2E3, biotin-RetCOR; 0.12% of 320,000 active; inhibition of corepressor binding, % at 4.78 µM; AID 2300, 2010; 1536-well; Photoreceptor-specific nuclear receptor (Homo sapiens), Q9Y5X4;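 active means percent inhibition above the cutoff of mean plus 3 SD of all tested compounds, set per screening campaign, cut at about 20% in these data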;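 further: 0% = DMSO wells and 100% = biotin wells as full block of FRET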
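System: GST-NR2E3 and biotin-RetCOR proteins; probe or stimulus: 7 nM biotin-RetCOR; doses: compound at 4.8 µM, single dose; schedule: Compound–protein incubation for 5 h at 4 °C; detection: time-resolved FRET; read-out: percent inhibition; controls: biotin wells as high control, 0.6% DMSO wells as low control; format: 1536-well plates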
hiPSC survival = enhancers of single-cell hiPSC survival, primary screen, ATPlite luminescence; 100% = ROCK inhibitor wells, 0% = DMSO; survival enhancement, % at 20 µM; 0.044% of 360,000 active; in the data active means survival enhancement above about 18%;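 further: cells exposed to compounds for 16 hours before the ATP read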
TRPM1 prom inh = inhibitors of MITF-dependent TRPM1 promoter reporter, primary screen, cell-based, SK-MEL-5, single point, luciferase; SK-MEL-5 TRPM1 promoter luciferase, 24 h; inhibition, % at 12.5 µM; 0.83% of 330,000 active; AID 488899, 2010;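 active means mean inhibition across replicates of 60% or more, whatever share of single replicates reaches that level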; further: values of inactives mirror those of a sister screen read the other way
HIF-2a inh = HIF-2a reporter inhibitors, primary screen, luminescence, 786-0 RCC cells; AID 624352, 2012; 786-0 RCC cells HIF-2a reporter, luciferase luminescence, overnight; 0.72% of 360,000 active; inhibition, % at 18.8 µM;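 active means inhibition of the luminescence signal of 40% or more relative to plate controls, in a single-dose primary screen at 18.75 µM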
Active calls of the source: *; . = no result given.

mol	TRPM1 prom inh	NR2E3 ag-2	TWEAK-Fn14 inh	NR2E3 ag-1	KKLEB cytotox	HIF-2a inh	CF NFkB block	aDG glyco act	Peg3 prom inh	hiPSC survival	Shn3 3UTR inh
COC(C[C@@H]1O[C@H]1[C@@H](O)[C@@H](C)OCc1ccccc1)OC	1	.	18	-1	4	11	-2	1.0	-14	4.3	-29
CCOc1ccccc1NC(=O)Cn1cnc2c(nnn2-c2cccc(OC)c2)c1=O	6	-2	4	-14	-6	9	10	-0.1	6	0.2	14
CC(C)N(CCCNC(=O)C1CCN(S(=O)(=O)N2CCOCC2)CC1)Cc1ccccc1	5	3	21	-16	2	11	4	0.1	-4	-2.7	1
Cc1cc(-c2ccccc2)n(-c2cc(N/N=C/c3ccccc3O)ncn2)n1	50	0	69*	-37	-54*	47*	74*	0.5	45	1.3	89*
CCOC(=O)N1C2=NC(C(=O)OC)=C(C(=O)OC)[C@@H]3N(C)c4ccccc4[C@]23C[C@H]1C(=O)OC	-5	0	0	-2	-11	14	-1	-0.2	0	1.4	-10
O=C(CSc1nnc(-c2ccccn2)o1)Nc1ccccc1	-41	-1	-6	-13	5	-113	-10	0.5	-85	1.6	46
COC(=O)c1nc2cc(C)ccn2c1F	.	0	-11	7	0	-46	9	0.8	-34	-2.1	-3
CN(CC(=O)Nc1c(Cl)cccc1Cl)C(=O)c1cccc(S(=O)(=O)NCc2ccccc2)c1	1	0	0	1	-3	10	9	0.8	-6	0.3	10
Cc1cc(C)n2c(SCC(=O)Nc3cc(S(=O)(=O)N(C)C)ccc3C)nnc2n1	5	.	-17	-13	-4	5	-9	-0.2	5	2.1	-11
COc1ccccc1NC(=O)CN(Cc1ccccc1)S(C)(=O)=O	5	-2	1	34	-7	10	-9	0.0	6	-0.8	9
CC(=O)N1CCc2cc(S(=O)(=O)NCCC(=O)Nc3cccc(C)c3)ccc21	-7	2	2	9	4	2	-15	0.0	0	-1.0	7
Cc1cccn2c(=O)c3cc(C(=O)NCCN4CCOCC4)c(=N)n(CCc4ccccc4)c3nc12	-11	1	-82	-15	1	6	-63	0.8	27	-1.0	-12
N#Cc1c(N)nc(SCc2ccncc2)c(C#N)c1-c1cccs1	8	-2	43	5	-4	45*	4	0.4	54*	1.9	58
Cc1ccc(-c2nc3c(Cl)cc(Cl)cc3c(=O)n2O)cc1	-4	3	-23	-11	-1	15	-5	0.2	47	-0.2	4
COc1ccc(NC(=O)CCCNC(=O)Cn2cnc3sc(C)c(C)c3c2=O)cc1OC	6	-3	25	-22	14	17	-3	0.1	22	-0.4	4
O=C(NCc1cccnc1)C1CCCN(Cc2cnn(-c3ccccc3)c2-n2cccc2)C1 (centres undefined)	8	-3	-3	-1	10	19	-9	0.2	17	-3.2	19
COc1ccc(CCNC(=O)CN2CCN(c3cccc(Cl)c3)CC2)cc1OC	3	2	2	-30	-2	20	-6	0.4	7	1.5	8
O=C(COC(=O)c1ccc([N+](=O)[O-])s1)NNC(=O)c1ccccc1	26	.	5	1	-3	-8	16	0.3	7	0.5	-22
O=c1[nH]c2ccc(NC(=S)Nc3ccc(Cl)cc3Cl)cc2[nH]1	-17	-4	-3	-30	4	11	-3	0.0	9	0.9	5
CCOC(=O)c1sc(N)nc1C(F)(F)F	-1	.	12	-20	-10	3	-2	0.0	2	0.7	-13
COCCCn1c(SCC(=O)NNC(=O)c2cccc(O)c2)nnc1-c1ccncc1	10	1	28	9	9	20	7	0.0	6	-0.5	-4
COC(=O)CNC(c1ccccc1)c1cc(Br)ccc1NS(=O)(=O)c1ccc(C)cc1 (centres undefined)	20	-1	0	-5	-8	29	11	0.3	28	-2.5	-15
CS(=O)(=O)c1nc2c(cc1C#N)CCCC2	-7	1	7	-27	6	10	13	0.4	18	-2.1	-10
O=C(C[n+]1cccc(C(=O)Nc2ccccc2)c1)c1ccc([N+](=O)[O-])cc1	42	-1	9	-15	8	-8	-23	0.1	-4	-0.3	15
CN(C)S(=O)(=O)N1CCN(c2ccnc3cc(Cl)ccc23)CC1	10	4	-5	-32	-8	19	-7	0.2	10	-0.6	6
S=C(SSC(=S)N1CCOCC1)N1CCOCC1	.	.	17	8	1	1	4	0.0	5	1.8	90*
OCCCn1c(CCNc2nc(-c3ccc(Cl)cc3)cs2)nc2cc(C(F)(F)F)ccc21	2	2	4	-3	-5	-23	-13	-0.3	-7	2.9	26
CCOC(=O)N1CCC(NC(=O)CCc2ccccc2)CC1	-2	3	15	-17	-3	8	-7	0.1	11	0.0	8
O=C(NCc1ccco1)c1cccc(N2CCCC2=O)c1	2	0	-35	-18	16	8	-2	-0.1	-8	-1.2	-10
C/C(N)=C(/C#N)C(=O)CSc1nc2ccccc2n1CC(C)C	9	2	-4	12	8	10	2	-0.3	5	-0.2	6

Following part:
mol	TRPM1 prom inh	NR2E3 ag-2	TWEAK-Fn14 inh	NR2E3 ag-1	KKLEB cytotox	HIF-2a inh	CF NFkB block	aDG glyco act	Peg3 prom inh	hiPSC survival	Shn3 3UTR inh
O=C(CSc1nnc(Cc2ccc(Cl)cc2)o1)Nc1ccccc1	-1	4	9	-5	-6	4	4	0.0	-10	-0.3	.
CCN1C(=O)CC(N2CCOCC2)C1=O (centres undefined)	5	2	5	-12	3	8	1	-0.2	9	0.6	7
COc1ccc(CNC(=O)c2ccc(Br)s2)cc1OC	-3	-4	-2	5	4	-17	-4	0.3	-4	-0.1	7
Cc1cccc[n+]1CC(=O)c1ccc(Cl)cc1	.	0	-1	3	-2	4	-13	0.0	-7	-0.3	-109
Cc1cnc(NC(=O)CCNC(=O)c2ccccc2Cl)s1	-2	3	-3	-8	-1	10	-8	0.2	-7	2.1	-13
COc1ccc2c(c1OC)C(=O)OC2CC(=O)c1ccc2c(c1)OCO2 (centres undefined)	0	7	7	-5	5	-10	-1	-0.1	11	-2.3	-1
O=C(Nc1nc2cc3c(cc2s1)OCO3)c1ccc(N2C(=O)CCC2=O)cc1	-5	-80	-7	-39	4	-22	-4	-0.2	-14	-0.5	-41
CCC1COC(c2cccn2Cc2ccccc2Cl)=N1 (centres undefined)	1	3	-31	5	-8	21	1	-0.3	4	2.6	-27
Cc1nc2cc(NC(=O)NCc3ccccc3)ccc2o1	-14	1	-22	-21	-2	-102	11	-0.1	-46	3.6	-1
CCOC(=O)C[N+](CC)(CC)CC#Cc1ccccc1	10	0	-1	-5	8	5	0	0.0	-2	-0.6	6
CC(=O)c1cc(C(=O)N2CCc3c([nH]c4ccccc34)C2C2CCCCC2)[nH]n1 (centres undefined)	2	0	-9	-2	-9	-37	-7	-0.4	-26	3.8	-5
O=C(c1nc2nc(-c3cccs3)cc(C(F)(F)F)n2n1)N1CCN(Cc2ccccc2)CC1	4	1	-24	18	-9	-3	-8	0.2	14	-1.9	4
N#Cc1cccc2c1-c1ccccc1/C2=N/NC(N)=O	3	-8	-21	-41	10	30	-101	-0.2	52*	-0.9	21
CN(C)c1ccc(CN(C(=O)c2ccco2)C2CCS(=O)(=O)C2)cc1 (centres undefined)	3	-4	-7	-34	4	7	-9	0.0	5	-0.1	6
COc1cc(C(=O)NNC(=S)NC(=O)c2ccc(F)cc2)cc(OC)c1OC	2	-2	-1	0	7	20	6	0.1	22	0.6	45
Cc1ccc(NC(=O)CN2CCCC2)c2c1CC(C)(C)O2	7	0	-2	8	-8	19	-8	-0.1	8	0.6	6
COc1ccc(CNC(=O)C2CSC(c3ccc(OC)cc3)N2C(C)=O)cc1 (centres undefined)	6	0	13	-16	-13	3	11	0.3	-15	-0.9	-2
OCC1OC(c2ccccc2)OC2COC(c3ccccc3)OC12 (centres undefined)	-30	.	-18	2	3	-17	2	0.0	-16	-2.1	2
COc1ccccc1OCc1nnc(SCC(=O)Nc2nnc(C3CC3)s2)n1C	-8	2	31	-23	-6	7	-9	0.3	3	0.5	3
COc1ccc(C(=O)N/N=C/c2ccc(N(C)c3ccccc3)cc2)cc1	.	2	25	-42	7	-11	-17	0.3	-29	1.0	.

Entries above printed as active in CF NFkB block.
| Compound | TRPM1 prom inh | NR2E3 ag-2 | TWEAK-Fn14 inh | NR2E3 ag-1 | HIF-2a inh | CF NFkB block | aDG glyco act | Peg3 prom inh | Shn3 3UTR inh |
| --- | --- | --- | --- | --- | --- | --- | --- | --- | --- |
| Cc1cc(-c2ccccc2)n(-c2cc(N/N=C/c3ccccc3O)ncn2)n1 | 50 | 0 | 69* | -37 | 47* | 74* | 0.5 | 45 | 89* |

Molecules above containing a Cl atom:
mol	TRPM1 prom inh	NR2E3 ag-2	TWEAK-Fn14 inh	NR2E3 ag-1	KKLEB cytotox	HIF-2a inh	CF NFkB block	aDG glyco act	Peg3 prom inh	hiPSC survival	Shn3 3UTR inh
CN(CC(=O)Nc1c(Cl)cccc1Cl)C(=O)c1cccc(S(=O)(=O)NCc2ccccc2)c1	1	0	0	1	-3	10	9	0.8	-6	0.3	10
Cc1ccc(-c2nc3c(Cl)cc(Cl)cc3c(=O)n2O)cc1	-4	3	-23	-11	-1	15	-5	0.2	47	-0.2	4
COc1ccc(CCNC(=O)CN2CCN(c3cccc(Cl)c3)CC2)cc1OC	3	2	2	-30	-2	20	-6	0.4	7	1.5	8
O=c1[nH]c2ccc(NC(=S)Nc3ccc(Cl)cc3Cl)cc2[nH]1	-17	-4	-3	-30	4	11	-3	0.0	9	0.9	5
CN(C)S(=O)(=O)N1CCN(c2ccnc3cc(Cl)ccc23)CC1	10	4	-5	-32	-8	19	-7	0.2	10	-0.6	6
OCCCn1c(CCNc2nc(-c3ccc(Cl)cc3)cs2)nc2cc(C(F)(F)F)ccc21	2	2	4	-3	-5	-23	-13	-0.3	-7	2.9	26
O=C(CSc1nnc(Cc2ccc(Cl)cc2)o1)Nc1ccccc1	-1	4	9	-5	-6	4	4	0.0	-10	-0.3	.
Cc1cccc[n+]1CC(=O)c1ccc(Cl)cc1	.	0	-1	3	-2	4	-13	0.0	-7	-0.3	-109
Cc1cnc(NC(=O)CCNC(=O)c2ccccc2Cl)s1	-2	3	-3	-8	-1	10	-8	0.2	-7	2.1	-13
CCC1COC(c2cccn2Cc2ccccc2Cl)=N1 (centres undefined)	1	3	-31	5	-8	21	1	-0.3	4	2.6	-27

High-throughput results (PubChem BioAssay)
